All columns: NCI-60 one-dose screen, growth in % after 48 h at 10 µM unless noted; 100 = growth as untreated, 0 = no growth, -100 = all killed.
TK-10: TK-10 renal cancer cells; hit rate 3.9% among 81,000
ACHN: ACHN renal cancer; hit rate 4.9% among 81,000
RXF 393: RXF 393 renal cancer cells; hit rate 6.9% among 77,000; AID 1794773
UO-31: UO-31 renal cancer | AID 1794768 | hit rate 5.2% among 81,000
SN12C: SN12C renal cancer cells; hit rate 3.8% among 81,000
786-0: 786-0 renal cancer cells; AID 1794775; hit rate 5.1% among 81,000
A498: A498 renal cancer cells; hit rate 5.4% among 76,000
CAKI-1: CAKI-1 renal cancer. hit rate 4.7% among 75,000
Numbers without * were called inactive; x = no result given; [ ] = dose if it differs, or a comment. The calls were made as follows: active = growth percent below 10; inactive = the rest. An unsorted share of the library, and some 10% of all compounds hit somewhere here.

SMILES	TK-10	ACHN	RXF 393	UO-31	SN12C	786-0	A498	CAKI-1
COc1ccc(CCN2CCC(CN(C)Cc3cnn(-c4ccccc4)c3)CC2)cc1	45	21	35	13	24	26	43	16
CN1CCN(CCCOc2cccc3nc(Nc4ccc(Cl)c(C(F)(F)F)c4)ccc23)CC1	-67*	-69*	15	29	28	-43*	31	49
C[C@@H]1NC(=O)CNC(=O)[C@H](CCCNC(=N)N)NC(=O)[C@H](Cc2ccc(O)cc2)NC(=O)[C@H](CO)NC(=O)[C@H](Cc2c[nH]c3ccccc23)NC(=O)[C@H](CCC(N)=O)NC(=O)[C@H](Cc2c[nH]cn2)NC(=O)[C@@H](Cc2ccc(O)cc2)NC(=O)CSC[C@@H](C(N)=O)NC(=O)[C@H](CO)NC(=O)[C@H](CCCNC(=N)N)NC(=O)[C@H](Cc2ccc(O)cc2)NC(=O)[C@H]([C@@H](C)O)NC1=O	101	109	115	91	119	100	105	95
CCn1c(O)c(/C=N/NC(=O)Cc2ccccc2Nc2c(Cl)cccc2Cl)sc1=S	83	87	79	84	93	83	98	93
Cc1ccc(NCC(=O)Cn2cc(COc3ccc(C=Nc4cnc5ccccc5c4)cc3)nn2)cc1	109	107	125	90	100	107	124	97
O=C(c1ccc(Cl)cc1)c1ccccc1Cl	91	95	93	72	95	94	126	88
O=C(NC1CCCCCCC1O)c1ccccc1 (configuration not stated)	98	110	121	78	95	101	72	100
CC(C)(N=Nc1ccc([N+](=O)[O-])cc1)[N+](=O)[O-]	89	67	108	23	85	40	110	42
Cc1ccc(NCC(=O)Nn2c(COc3ccccc3)nc3ccccc3c2=O)cc1	87	73	51	81	40	66	92	44
COc1ccc(Cc2nnc3sc(-c4ccc(OC)c(OC)c4)nn23)cc1	x	90	97	80	98	96	74	85
CSc1nc(NCc2ccccc2)c(C#N)c(-c2cccc(N)c2)n1	120	91	91	66	82	99	61	72
CSc1ncc(-c2ccccc2)cn1	93	95	x	86	96	99	58	100
O=C(/C=C/c1cccs1)c1ccc(Cl)c(Cl)c1	110	109	116	92	102	92	x	87
COc1ccc(-c2nc(SCCCCC(=O)NO)[nH]c(=O)c2C#N)cc1OC	110	111	124	110	104	102	110	110
O=c1oc2ccc(Br)cc2c(=O)n1-c1ccc(Cl)cc1F	7.1*	2.7*	4.2*	7.6*	1.4*	-1.2*	-70*	-18*
O=C(CSc1nccc(Nc2cccc3ccccc23)n1)c1ccc(Cl)cc1	112	92	106	50	83	102	105	60
Fc1ccccc1C(=S)Nc1ccccc1Cl	104	107	124	96	109	103	93	93
CC1Cc2c(N(C)C)ncnc2N(C)c2ccc(O)cc21 (configuration not stated)	96	101	95	80	99	81	77	71
O=C(NCCNc1cc(-c2cn(-c3ccccc3)nc2-c2cccc(O)c2)ccn1)c1cccc(O)c1	96	61	80	50	60	85	x	84
Cc1ccc(-c2cnc3sc4ccc(Cl)cc4n23)cc1	158	92	104	65	93	109	88	84
C/C(=C(/C)C1CC1CCNS(=O)(=O)c1ccc(C)cc1)c1cccc(OC(F)(F)F)c1 (configuration not stated)	101	95	89	66	90	88	101	67
CCOC(=O)Cn1c(C(C)C)nc2ccccc21	99	99	110	94	100	98	75	98
CC(C)=CCC[C@](C)(O)[C@H]1CC[C@]2(C)[C@@H]1CC[C@@H]1[C@@]3(C)C/C(=C/c4ccc(Br)cc4)C(=O)C(C)(C)[C@@H]3CC[C@]12C	130	98	93	70	88	94	81	65
CC1(C)N=C(N)N=C(N)N1c1ccc(Cl)cc1	70	67	71	86	41	18	120	100
O=C1/C(=C/c2ccccc2)SC(=S)N1N1CCOCC1	100	107	98	78	101	105	101	98
CSc1nc(Nc2cccc(NC(=O)/C=C/C(=O)O)c2)c(C#N)c(-c2cccc([N+](=O)[O-])c2)n1	139	102	110	82	101	110	104	92
C=CCc1cccc(CC=C)c1O	112	109	109	105	100	106	97	100
CC(C)(C)n1cc(-c2ccnc(NCCNS(=O)(=O)c3ccc(Cl)cc3)c2)c(-c2ccccc2)n1	106	95	86	54	81	70	53	88
N#Cc1c(N)nc2c(c(-c3ccc(Cl)cc3)nn2-c2ccccc2)c1C#N	128[100 µM]	87[100 µM]	97[100 µM]	97[100 µM]	105[100 µM]	72[100 µM]	113[100 µM]	108[100 µM]
COc1ccc(-c2nn(-c3ccccc3)cc2C2SCC(=O)N2c2ccccc2)cc1OC (configuration not stated)	126	98	113	77	109	100	114	97

Compound profiles, from the list above:
CCOC(=O)Cn1c(C(C)C)nc2ccccc21 reads TK-10 = 99; ACHN = 99; RXF 393 = 110; UO-31 = 94; SN12C = 100; 786-0 = 98; A498 = 75; CAKI-1 = 98
CC1(C)N=C(N)N=C(N)N1c1ccc(Cl)cc1 reads TK-10 = 70; ACHN = 67; RXF 393 = 71; UO-31 = 86; SN12C = 41; 786-0 = 18; A498 = 120; CAKI-1 = 100
O=C1/C(=C/c2ccccc2)SC(=S)N1N1CCOCC1 reads TK-10 = 100; ACHN = 107; RXF 393 = 98; UO-31 = 78; SN12C = 101; 786-0 = 105; A498 = 101; CAKI-1 = 98

Remaining list, next part:
SMILES	TK-10	ACHN	RXF 393	UO-31	SN12C	786-0	A498	CAKI-1
COC(=O)c1ccc(CSc2nnc(-c3c(C)nc4ccc(Cl)cn34)o2)cc1	130	101	116	88	107	100	109	94
COc1ccc(-c2nc3ccccn3c2/C=C/C(=O)c2cc(OC)c(OC)c(OC)c2)cc1	74	43	44	43	55	63	55	59
CCn1cc(Cc2cc(C(=O)Nc3cc4cc(OC)c(OC)cc4c(C)n3)ccc2Cl)cn1	74	16	73	35	50	52	44	48
Cc1ccc2[nH]c(-c3ccc(S(C)(=O)=O)cc3)c(/C=N/O)c2c1	117	98	98	73	96	96	96	89
C[C@H]1C[C@@H]2[C@H]([C@@H](O)C[C@@]3(C)[C@H]2CC[C@]3(O)C(=O)CF)[C@@]2(C)C=CC(=O)C=C12	90	101	107	94	67	89	96	91
CCOC(=O)CNCc1ccccc1	92	97	102	95	96	96	x	94
C=CCSCC1Nc2cc(Cl)c(S(N)(=O)=O)cc2S(=O)(=O)N1 (configuration not stated)	128	x	110	83	99	102	115	90
CCOC(=O)c1nc(-c2ccccc2)oc1N1CCOCC1	96	94	100	76	91	96	68	92
COc1cc2c(c(O)c1OC)C(=O)NC1CCCC=C21 (configuration not stated)	92	84	97	78	98	89	64	86
O=c1oc2ccc(Cl)cc2cc1-c1nn(-c2ccccc2)cc1-c1nn[nH]n1	107	96	110	78	99	106	91	90
Nc1ccc(F)cc1[N+](=O)[O-]	116	105	123	86	103	107	112	86
Cc1ccc(Nc2cc(N)[nH]c(=O)n2)cc1C	102	104	123	87	109	x	122	92
O=C(Nc1cc(Cl)cc(Cl)c1)Nc1cccc(Cn2c(=O)[nH]c3ccc(Oc4ncccn4)cc3c2=O)c1	88	54	87	41	68	87	58	51
Fc1ccc(/C=N/NC(=S)Nc2ccc(C(F)(F)F)cc2)cc1	114	94	109	56	96	102	94	60
COc1cc2c(c(OC)c1OC)C1(NCC2)C(=O)Nc2ccccc21 (configuration not stated)	92	92	109	78	100	100	79	93
C=C(C)[C@@H]1CC[C@]2(C)[C@H](C(=O)C=C3[C@@H]4C[C@](C)(C(=O)OC)CC[C@]4(C)CC[C@]32C)[C@@]1(C)CCC#N	107[100 µM]	76[100 µM]	110[100 µM]	80[100 µM]	78[100 µM]	87[100 µM]	101[100 µM]	63[100 µM]
Cc1ccccc1/C=C1/SC(=O)N(CCCC(=O)N2CCN(c3cc4c(cc3F)c(=O)c(C(=O)O)cn4C3CC3)CC2)C1=O	125	98	108	74	93	81	58	79
COc1ncc2cc1NS(=O)(=O)c1cccc(c1)C(=O)NCC1=CC=C(S1)c1ccnc3c1SC2=C3C	98	84	82	72	93	87	79	76
CCCCCCCC/C=C\CCCCCCCCOc1ccccc1CC(=O)NCC[N+]1(C)CCOCC1	8.8*	85	25	96	60	56	95	72
Cc1ccc2c(n1)C(=O)C(Br)=C(c1ccccc1)C2=O	76	48	82	66	70	83	103	76
COc1cc2oc(-c3cccc(C(=O)Nc4ccc(Cl)cc4)c3)cc(=O)c2c(OC)c1OC	39	33	-29*	23	33	12	x	8.2*
N#CC1CC2C=CC1CC2 (configuration not stated)	93	x	115	92	106	102	94	x
C=CCSC(CC)(CC)C(=O)NC	102	107	107	94	101	104	104	x
CN1C(=O)N(C)C2SC(N/N=C/C=C/c3ccccc3)=NC21 (configuration not stated)	100	93	x	58	86	74	82	84
C=CCN(C#N)CC=C	97	105	110	91	104	90	x	100
COc1cc(-c2nc(N3CCOCC3)c3c4c(sc3n2)CCCC4)cc(OC)c1OC	96	99	94	82	97	97	94	77
O=[N+]([O-])c1ccc(OCc2ccccc2)c([N+](=O)[O-])c1	116	103	89	87	102	99	83	91
CCCCOC(=O)c1cccc(NC(=O)CN2CCOCC2)c1	85	x	103	82	109	80	101	x
C/C=C(C)/C=N/Nc1nc(-c2ccc(Cl)cc2)cs1	111	94	122	72	92	99	101	82
Cc1c(C(=O)Nc2ccccc2F)sc2c(=O)[nH]cnc12	91	102	107	75	96	98	100	75
O=C1/C(=C/c2coc3ccccc3c2=O)N=C(c2ccc(Cl)cc2)N1c1ccc(S(=O)(=O)Nc2ncccn2)cc1	x	88	x	73	96	96	99	88
COc1cc(-c2nc3sc(C4CC4)nn3c2-c2cccc(F)c2)cc(OC)c1OC	74	69	71	57	81	63	41	59
COc1cc(-c2n/c(=C\c3c(O)[nH]c4ccccc34)cc3c2=Nc2ccccc2-3)ccc1F	99	55	54	84	75	38	71	89
Cc1cc(C)n(Cc2ccc(Cl)cc2Cl)c(=O)c1C#N	99	99	116	75	93	97	89	90
CCn1cc(C(=O)O)c(=O)c2cc(F)c(N3CCN(C(=O)CSc4nc(N)cc(=O)[nH]4)CC3)cc21	96	101	110	90	x	101	107	100
CC(C)c1ccc2c(c1)C(C)(C)CCC2(C)C	103	100	114	91	103	103	110	102
N#CCCCCCn1c2ccccc2c2c3[nH]c(=O)n(N)c(=O)c3c3c4ccccc4n(CCCCCC#N)c3c21	95	90	83	54	90	78	79	92
Cc1nc(Nc2ccc(NC(=O)Nc3ccc(Cl)c(C(F)(F)F)c3)cc2)c2c(C)c(C)[nH]c2n1	110	90	87	119	95	92	94	x
Cn1cc(/C=C2\SC(=S)N(CCCC(=O)Nc3ccc(O)cc3)C2=O)c2ccccc21	113	101	99	71	89	98	90	90
Cc1ccc(C2=NN(C(=O)c3ccc(S(C)(=O)=O)cc3)C(c3ccc(C)cc3)C2)cc1 (configuration not stated)	99	88	91	74	95	78	84	57

5 compounds from above, limited to ACHN:
SMILES	ACHN
COc1cc(-c2nc3sc(C4CC4)nn3c2-c2cccc(F)c2)cc(OC)c1OC	69
COc1cc(-c2n/c(=C\c3c(O)[nH]c4ccccc34)cc3c2=Nc2ccccc2-3)ccc1F	55
CC(C)c1ccc2c(c1)C(C)(C)CCC2(C)C	100
N#CCCCCCn1c2ccccc2c2c3[nH]c(=O)n(N)c(=O)c3c3c4ccccc4n(CCCCCC#N)c3c21	90
Cc1nc(Nc2ccc(NC(=O)Nc3ccc(Cl)c(C(F)(F)F)c3)cc2)c2c(C)c(C)[nH]c2n1	90

Other structures
SMILES	TK-10	ACHN	RXF 393	UO-31	SN12C	786-0	A498	CAKI-1
Cc1ccccc1C(=O)OC(C)(C)C	82	103	103	90	105	102	105	x
O=C(O)/C=C/C(=O)Nc1ccc(-n2nnc3cc(Cl)c(Cl)cc32)cc1	150	101	124	75	92	99	103	x
Clc1ccc2nc3ccccc3cc2c1	83	104	94	93	105	100	x	89
CCCCCC1(C=O)NC(=O)NC1=O (configuration not stated)	98	105	x	99	100	104	x	100
COc1ccc(C/C(C)=C(/c2ccc(OCCN3CCOCC3)cc2)c2ccc(OC(=O)c3ccccc3)cc2)cc1	97	101	113	96	101	100	116	93
Cc1ccc(CCO)c(C)c1	114	103	118	109	102	111	128	112
CCN1C(=O)CC(SC2CC(=O)N(CC)C2=O)C1=O (configuration not stated)	89	106	111	80	99	101	75	95
Cc1nn(-c2ccccc2)c(N2CCCC2)c1-c1nc2ccc(C(=O)NN=Cc3ccc(Cl)cc3)cc2[nH]1	88	67	65	64	84	84	57	62
O=S(=O)(c1ncsc1-c1ccccc1)N1CCN(c2ccc(F)cc2)CC1	97	100	106	86	98	95	73	85
CCN(CC)CCNc1ccc(CO)c2oc3cc(Cl)ccc3c(=O)c12	83	61	73	54	76	76	51	87

Single values from the list:
CCN1C(=O)CC(SC2CC(=O)N(CC)C2=O)C1=O (configuration not stated) | UO-31 = 80
Clc1ccc2nc3ccccc3cc2c1 | RXF 393 = 94

Next section
SMILES	TK-10	ACHN	RXF 393	UO-31	SN12C	786-0	A498	CAKI-1
CCCNc1nc2ccccc2c2c(=O)c3ccc(Cl)cc3sc12	113	101	103	94	103	93	84	79
O=c1c(-c2ccccc2)c(O)on1/C=C1/C=CC=N1	107	100	106	87	96	97	84	97
Cc1ccc(Nc2nnc(-c3cc(-c4ccncc4)n(-c4ccccc4)n3)s2)cc1	102	83	57	40	88	42	x	86
O=C(Cc1ccc(CCC(=O)c2ncc[nH]2)cc1)Nc1ccccc1	94	88	100	81	93	97	86	x
Cc1nnc2c3nnc(-c4ccccc4)n3c3ccccc3n12	135	95	107	68	96	x	108	77
Clc1ccc2c(OCCCn3ccnc3)c3oc4ccccc4c3nc2c1	x	31	47	40	55	57	13	45
N/C(=N\c1nc(-c2cccc([N+](=O)[O-])c2)cs1)NC(=O)Nc1cccc2ccccc12	130	89	109	67	93	106	58	82
COc1ccccc1NC(=O)CC(C)=O	106	108	103	89	111	106	99	112
COc1ccc(-n2c(C(O)c3ccccc3)nn(CN3CCOCC3)c2=S)cc1 (configuration not stated)	119	89	x	77	91	106	115	97
